# Large T inhibition: SV40 large T antigen inhibitors, biochemical (AID 1903). SV40 large T antigen ATPase/helicase inhibition assay; higher % means a stronger effect. one-dose inhibition, % at 20 µM; IC50 in µM for titrated hits. 310,000 compounds, 0.39% hits; in the data active means a potency from the dose series; inconclusive means inhibition mostly from about 32% at the one dose, without a potency; inactive means the rest, 99 in 100 with inhibition below about 32%; further: strong numbers were not always called active
# NS5 inhibitors: Dengue-2 NS5 methyltransferase inhibitors, primary screen, biochemical, confirmation dose response (AID 588689) | 340,000 compounds, 0.3% hits | Dengue-2 NS5 methyltransferase capping enzyme assay, biochemical; higher % means a stronger effect | Genome polyprotein (Dengue virus type 2 (strain 16681-PDK53)) | inhibition, % at 25 µM; hits with a dose series show IC50 in µM; in the data active means a potency from the dose series; inconclusive means inhibition above about 29% without an active follow-up result
# GPR35 arrestin U2OS: GPR35 antagonists blocking zaprinast-driven arrestin recruitment, primary screen, imaging, U2OS, beta-arrestin-GFP, zaprinast agonist (AID 2058); 290,000 compounds, 0.052% hits; G-protein coupled receptor 35 (Homo sapiens); inhibition, % at 10 µM; hits with a dose series show IC50 in µM; U2OS GPR35 beta-arrestin-GFP translocation imaging, zaprinast antagonism; higher % means a stronger effect;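 active means inhibition of at least 50% with at least 30 cells and total cytoplasm GFP at most 10,000,000; inconclusive means under 30 cells or total GFP of 10,000,000 plus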
# RSV antiviral HEp-2: RSV antiviral activity via CPE protection, HEp-2 cells, primary 10 µM value included (AID 2391); CPE inhibition, % at 10 µM, or IC50 in µM where a hit was titrated; 310,000 compounds, 0.13% hits; HEp-2 cells, RSV-induced CPE inhibition; higher % means a stronger effect; in the data active means a potency from the dose series; inconclusive means CPE inhibition mostly from about 23% at the one dose, without a potency; inactive means the rest, 99 in 100 with CPE inhibition below about 21%; further: strong numbers were not always called active
# Salmonella PhoP GFP: inhibitors of PhoP regulon expression, primary screen, Salmonella Typhimurium, GFP reporter (AID 1863) | S. Typhimurium PhoP-regulated promoter GFP reporter, 4 h; higher % means a stronger effect | inhibition, % at 50 µM; hits with a dose series show IC50 in µM | 300,000 compounds, 0.16% hits;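 active means inhibition over 29.93%, a cutoff 3 SD above the screen mean, later confirmed by dose response; inconclusive means inhibition over 29.93% but no dose response follow-up; inactive means inhibition at most 29.93% or unconfirmed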;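 further: 0% = low Mg2+ inducing control and 100% = high Mg2+ repressing control; strong numbers were not always called active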
# HIV fusion peptide: inhibitors of HIV fusion peptide binding, primary screen, biochemical, uHTS, fluorescence dequenching (AID 1986) | cell-free peptide binding, fluorescence dequenching, 30 min; higher % means a stronger effect | inhibition, % at 20 µM, or IC50 in µM where a hit was titrated | 290,000 compounds, 0.3% hits; in the data active means inhibition mostly above about 52%, no sharp cut-off; inactive means mostly below about 76%; further: some results filed as inactive read as strong as hits
# GPR55 antagonists: GPR55 antagonists blocking LPI-driven arrestin recruitment, primary screen, imaging, U2OS, beta-arrestin-GFP, LPI agonist (AID 2013); G-protein coupled receptor 55 (Homo sapiens); U2OS GPR55 beta-arrestin-GFP translocation imaging, LPI antagonism; higher % means a stronger effect; one-dose inhibition, % at 10 µM; IC50 in µM for titrated hits; 290,000 compounds, 0.13% hits;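 active means spots per cell inhibited over 60%, with over 100 cells counted and total cytoplasm intensity under 500,000; inconclusive means wells with under 100 cells, flagged as likely toxic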;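 further: U2OS cells stably carrying GPR55 and arrestin-GFP stimulated by 5 µM LPI near EC80; imaged beta-arrestin-GFP aggregate spots per cell after agonist stimulation; plate controls were LPI-stimulated DMSO wells for no effect and DMSO wells without LPI for full effect; some results filed as inactive read as strong as hits; confirmed hits need IC50 under 10 µM and bright autofluorescent wells are also inconclusive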
# MgcRacGAP inhibition: MgcRacGAP GTPase-activating activity inhibitors, confirmation, biochemical, ADP Hunter fluorescence; Rac GTPase-activating protein 1 (Homo sapiens); MgcRacGAP-stimulated Rac1 GTP hydrolysis, ADP Hunter fluorescence; higher % means a stronger effect; GST-tagged Rac1 F28L mutant substrate; one-dose inhibition, % at 30 µM; IC50 in µM for titrated hits; 340,000 compounds, 0.6% hits; AID 624330, 2012;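 active means first-screen hits whose inhibition reached a set limit at any dose in the follow-up dose series; inconclusive means inhibition above the set first-screen limit but never retested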;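 further: fluorescence reports GDP produced by GAP-driven GTP hydrolysis; strong numbers were not always called active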
# UTI89 phage lysis: inhibition of K1F phage lysis, E. coli UTI89, bacterial capsule biogenesis inhibitors, alamar blue (AID 488966); E. coli UTI89 K1F phage lysis, alamar blue, 2 h; higher % means a stronger effect; inhibition, % at 100 µM; hits with a dose series show IC50 in µM; 340,000 compounds, 0.02% hits;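 active means phage lysis inhibition, versus mean bacterial control, above a set limit; inconclusive means no clear call, values can overlap the other calls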;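 further: capsule biogenesis inhibitors block K1F phage lysis so surviving cells raise fluorescence; higher fluorescence means more inhibition of phage lysis; actives were called in the ten point dose series up to 300 µM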
# * marks the source's active call; other numbers are inactive results; u = inconclusive; x = no result given; [ ] = dose if it differs, or a comment. This is a random part of the collection; any-hit rate near 1.5%.
SMILES,Large T inhibition,NS5 inhibitors,GPR35 arrestin U2OS,RSV antiviral HEp-2,Salmonella PhoP GFP,HIV fusion peptide,GPR55 antagonists,MgcRacGAP inhibition,UTI89 phage lysis
O=C(c1ccc(Br)o1)N(c1ccc(Br)cc1)C1C=CS(=O)(=O)C1 (centres undefined),13%,-3%,6%,0.0%,5%,1.7%,17%,1%,0.1%
CCOC(=O)c1ccc(NC(=O)N2CCN(C3CCCCC3)CC2)cc1,5%,-2%,0%,0.0%,10%,20%,-1%,-4%,3.4%
CC(=O)N[C@@H](Cc1c[nH]c2ccccc12)C(=O)NCCc1ccc(S(N)(=O)=O)cc1,0%,0%,11%,2.5%,1%,-2.3%,-1%,10%,0.1%
O=C1CCCCN1CCCC(=O)N1CCCC(Nc2ccccc2)C1 (centres undefined),9%,-9%,-12%,0.2%,2%,-1.0%,-17%,2%,0.7%[50 µM]
Cc1ccc2[nH]c(=O)c3cc(C(=O)N(C)c4ccc(C)c(C)c4)sc3c2c1,18%,-3%,-3%,5.7%,x,2.8%,-1%,7%,0.0%
CN1CC[n+]2c(CN3C(=O)c4ccccc4C3=O)csc21,8%,-9%,0%,0.8%,10%,6.2%,-4%,9%,0.6%
CC(C)C[C@@H](CO)N1CCN(Cc2ccc([N+](=O)[O-])cc2)CCC1=O,8%,-4%,5%,1.0%,-4%,1.3%,-10%,4%,0.2%
Cc1cc(NS(=O)(=O)c2ccc(NC(=O)CCSc3ccc(F)cc3)cc2)nc(C)n1,13%,-4%,2%,-0.5%,0%,1.2%,14%,-5%,0.1%
Cc1ccc2c(COC(=O)c3ccc(NC(=O)CC#N)cc3)cc(=O)oc2c1C,0%,-4%,13%,0.9%,7%,-0.6%,5%,5%,0.3%
CC1CC(NC(=O)/C(C#N)=C/c2ccc[nH]2)CC(C)(C)C1 (centres undefined),8%,-5%,6%,1.1%,2%,1.5%,2%,7%,-0.1%
COc1ccc(Nc2nc(=O)[nH]nc2C)cc1,5%,0%,30%,1.2%,-2%,-3.6%,-16%,1%,0.3%
N#C/C(=C\c1ccc(O)c(Br)c1)C(=O)N1CCCCC1,10%,-5%,4%,2.3%,-1%,-0.4%,-13%,13%,-0.1%
O=C(NCc1ccco1)C(Cc1ccccc1)N1C(=O)C2C3C=CC(C3)C2C1=O (centres undefined),10%,7%,-2%,0.7%,2%,6.1%,-1%,10%,0.1%
COc1ccc(CCNC(=O)CC2SC(=NCCC(C)C)NC2=O)cc1OC (centres undefined),11%,2%,7%,2.2%,3%,0.6%,6%,6%,-0.1%
C[C@H](NC(=O)c1[nH]cnc1C(=O)Nc1nccs1)c1ccccc1,x,2%,x,1.0%,x,x,x,8%,1.0%
O=C(CSc1n[nH]c(=O)[nH]c1=O)N/N=C/c1ccccc1,6%,2%,x,0.9%,36%,-1.1%,15%,1%,2.9%
Cc1cccc(NC(=S)NCCN2CCOCC2)c1C,10%,-7%,1%,2.2%,0%,-1.1%,11%,1%,-2.3%
CCN(CC)c1ccc(/C=N/NC(=S)NCc2ccccc2)cc1,11%,-4%,8%,0.9%,11%,-1.7%,5%,13%,9.1%
Cc1ccc(S(=O)(=O)Nc2ccc(-n3cnnn3)cc2)cc1,-3%,-1%,2%,1.2%,-1%,-0.7%,-6%,2%,-0.8%[50 µM]
Cc1ccc2nc3c(cc(C#N)c(=N)n3Cc3cccnc3)c(=O)n2c1,12%,x,-1%,-0.1%,8%,2.5%,5%,x,x
COc1ccc(NC(=O)CN2CCN(CC(=O)Nc3ccccc3Cl)CC2)c(OC)c1,6%,3%,-5%,3.5%,-1%,-0.9%,10%,6%,-1.4%
CC(=O)Nc1ccc2nsnc2c1,9%,x,5%,1.1%,-6%,0.5%,10%,x,x
CC(C)NC(=O)c1cnn2c1NC(c1cccs1)CC2C(F)(F)F (centres undefined),18%,-3%,12%,-0.3%,5%,-2.0%,6%,-2%,2.1%
CC1CN(CCCCOc2ccc(C(C)C)cc2)CC(C)O1 (centres undefined),0%,-1%,-18%,-1.2%,-6%,2.0%,19%,10%,-0.6%
COc1ccc(OC)c(/C=C/C(=O)Nc2cccc(S(=O)(=O)NC3=NCCCCC3)c2)c1,x,2%,x,4.9%,x,x,x,5%,0.8%[50 µM]
COc1ccc(N(C)C(=O)c2oc(=O)c3ccccc3c2-c2ccccc2)c(OC)c1,21%,-5%,-3%,5.8%,4%,-0.9%,63%,-5%,0.0%
COc1ccccc1-n1cc(C(=O)NCC(=O)N2CCN(c3ccccn3)CC2)c2ccccc2c1=O,-2%,-6%,-14%,9.0%,4%,0.7%,4%,8%,0.0%
CC(C)(CO)NS(=O)(=O)c1ccc2c(c1)C(=NO)c1cc(S(=O)(=O)NC(C)(C)CO)ccc1-2,x,-2%,15%,-0.3%,x,-0.7%,-1%,5%,-0.9%
CC(=O)NC(CC(=O)O)c1ccc([N+](=O)[O-])cc1 (centres undefined),10%,10%,6%,-1.5%,3%,-0.2%,1%,7%,-0.3%[50 µM]
S=C(S)N1CCCC1,10%,-20%,x,3.1%,2%,x,x,-3%,2.2%
CCCCOc1ccc(N=Cc2ccc[nH]2)cc1,14%,-1%,8%,0.4%,7%,0.4%,-11%,10%,1.4%
COc1ccccc1NC(=O)Cn1nnc(-c2ccccc2NS(=O)(=O)c2ccccc2)n1,-14%,5%,6%,13%,8%,-3.5%,-1%,-11%,-0.3%
O=C(c1ccco1)N1CCN(C(=S)NCc2ccc(F)cc2)CC1,5%,-10%,0%,1.1%,-4%,-1.0%,5%,3%,-0.1%
Nc1ccccc1-c1nnc(SCc2ccccc2F)[nH]c1=O,5%,3%,-4%,-1.7%,-14%,1.3%,-6%,9%,1.7%
O=C(NCc1ccco1)c1csc2c1CCCCC2,2%,-3%,-10%,0.2%,-1%,0.3%,-14%,4%,0.3%
O=C(/C=C/c1ccc(O)c(O)c1)OCCc1ccccc1,38%,1%,x,u,-8%,x,x,u,-5.3%
O=C(COC(=O)c1ccc(OC(F)F)cc1)NC(=O)NC1CCCC1,x,-1%,x,2.8%,x,x,x,6%,0.6%[50 µM]
COc1ccc2oc(C(=O)NCCN3CCOCC3)c(C)c2c1OC,11%,-10%,13%,0.2%,-2%,-1.0%,2%,6%,0.2%[50 µM]
Cc1cc(C)n2nc(-c3ccsc3-n3c(C)ccc3C)cc2n1,15%,-30%,18%,2.1%,9%,51%,-2%,14%,4.3%
O=C(C1CC1)N1N=C(c2ccc(F)cc2)CC1(O)C(F)(F)F (centres undefined),25%,3%,0%,0.0%,-3%,0.6%,13%,0%,-2.0%
Cc1csc(SCC(=O)Nc2cc(S(=O)(=O)N3CCCC3)ccc2Cl)n1,-1%,2%,-7%,2.1%,-2%,2.9%,23%,-1%,3.1%
Nc1nc(N2CCOCC2)cc(=O)[nH]1,6%,4%,-6%,3.0%,2%,1.1%,4%,9%,2.7%
CCN1C(=O)C2(SC(NC(C)=O)=NN2C(C)=O)c2cc(C)ccc21 (centres undefined),6%,-1%,-1%,1.0%,20%,-2.5%,-1%,3%,1.5%
COc1ccc(C(=O)Nn2cc3c(c2-c2ccccc2)c(=O)n(C)c(=O)n3C)cc1,3%,-1%,5%,0.2%,-8%,-0.4%,-1%,7%,1.4%
Cc1ccc(OCC(=O)N(C)CC(=O)Nc2ccc(F)cc2)c([N+](=O)[O-])n1,3%,4%,10%,3.9%,11%,2.8%,5%,-3%,-0.3%
CCOc1cc(CNCCc2ccc(S(N)(=O)=O)cc2)ccc1OCC(=O)NC(C)(C)C,7%,1%,7%,-0.6%,-2%,0.6%,15%,1%,0.1%
COc1cc2c(cc1NC(=O)C(C)Sc1cccc[n+]1[O-])oc1ccccc12 (centres undefined),32%,-11%,-11%,2.0%,1%,-1.2%,-1%,21%,-0.1%
c1ccc2c(c1)nc(NC1CCCCC1)c1nncn12,5%,-5%,0%,0.2%,2%,-1.6%,-2%,-3%,0.3%
Cc1ccc(O)c(-c2cc(C(F)(F)C(F)F)[nH]n2)c1,6%,-7%,11%,5.4%,-4%,2.1%,-5%,13%,-0.6%
CC1Nc2ncnc(N3CCN(c4ccccc4)CC3)c2N(Cc2ccc(Br)cc2)C1=O (centres undefined),12%,-1%,x,18%,2%,x,x,10%,1.2%
N#Cc1c(N)nc(SCC(=O)C23CC4CC(CC(C4)C2)C3)c(C#N)c1-c1ccc(Cl)cc1,21%,-3%,-8%,2.5%,-5%,-0.6%,0%,4%,0.6%
COc1ccccc1N1CCN(C(=O)c2oc3ccc(Br)cc3c2C)CC1,6%,-9%,-12%,1.8%,-7%,1.5%,-4%,6%,8.0%[50 µM]
Cc1c(NC(=O)C(C)OC(=O)c2nc(Cl)ccc2Cl)c(=O)n(-c2ccccc2)n1C (centres undefined),13%,3%,17%,2.7%,13%,-2.3%,-12%,5%,0.9%[50 µM]
COc1cc2[nH]c(=O)n(CCCC(=O)NC3CCCCC3)c(=O)c2cc1OC,24%,-12%,-5%,1.6%,-6%,0.6%,-5%,7%,0.0%
COc1ccc(OCC(=O)N2CCN(c3nnc(-c4ccccc4)c4ccccc34)CC2)cc1,4%,-8%,-6%,13%,1%,0.0%,16%,4%,1.2%
COc1ccc(CC(=O)N(C)CC(=O)Nc2ccccc2C(F)(F)F)cc1S(=O)(=O)N1CCOCC1,5%,0%,x,2.1%,-5%,x,x,6%,1.3%[50 µM]
Cn1c(S(=O)(=O)c2ccc([N+](=O)[O-])cc2)nc(Br)c1Br,10%,-2%,1%,1.0%,2%,-0.3%,0%,10%,0.2%

# Source: PubChem (several laboratories)
